From PubChem BioAssay
S2 tox: Viability Counterscreen for Primary qHTS for Inhibitors of ATXN expression; S2 cells (HEK-293 line with an ATXN2-luciferase reporter) viability, CellTiter-Fluor protease fluorescence, 24 h; hit rate 0.49% among 400,000; Potency, µM (titrated, usually from 56.7 µM), hits mostly cytotoxic; also: nearly all actives have a fitted effect of over 40% in size
Nrf2 inh: Nrf2 qHTS screen for inhibitors; Potency, µM (doses to about 46 µM), for the others: at the top dose activity change, negative = inhibition, actives largely listed as inhibitors; A549 ARE-Fluc reporter, luciferase luminescence, 18-24 h; hit rate 2.1% among 360,000; also: % is scaled to controls: 0 for no effect and ±100 for the full control effect; nearly all actives have a fitted effect of over 60% in size
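Concentration-response testing used A549 ARE_Fluc cells at 5000 cells/well. Following an 18-24 h compound incubation, viability was read by fluorescence (Ex 405/Em 525) and luciferase output by luminescence.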
A549 viability: Nrf2 qHTS screen for inhibitors: counterscreen for cytotoxicity | A549 ARE-Fluc cells, CellTiter-Fluor viability, 18-24 h | Potency, µM (top dose mostly 46 µM), without a hit: top-dose activity change, negative = cytotoxicity, hits mostly inhibitors | hit rate 0.16% among 390,000 | AID 504648, 2011; also: % is scaled to controls: 0 for no effect and ±100 for the full control effect
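A549 ARE_Fluc cells in 5% FBS OPTI-MEM were exposed to compounds in concentration-response for 18-24 h at 37 deg C. Viability was read by CellTiter-Fluor fluorescence (Ex 405/Em 525) after 30 min, before the luciferase read.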
TGFb inhibitor: qHTS for Inhibitors of TGF-b | HepG2 CAGA-GFP TGF-b/SMAD3 reporter, GFP fluorescence, 18 h; TGF-beta stimulated, 500 pg/mL final | Potency, µM (series often up to 46.1 µM), for the others: at the highest dose activity, negative = inhibition, actives largely listed as inhibitors | hit rate 1.2% among 410,000 | AID 588855, 2011; also: % is scaled to controls: 0 for no effect and ±100 for the full control effect; nearly all actives have a fitted effect of over 65% in size
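Using HEPG2 CAGA-GFP reporter cells at 1000 cells/well, we pinned test compounds, stimulated with recombinant TGF-beta (500 pg/mL final) and measured total well GFP after 18 h.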
HepG2 tox: qHTS for Inhibitors of TGF-b: Cytotox Counterscreen | HepG2 CAGA-GFP viability, ATP luminescence, 18 h | Potency, µM (highest dose often 46.1 µM), inactives show top-dose activity change, negative = cytotoxicity, most hits filed as cytotoxic | hit rate 0.76% among 410,000; also: some results filed as inactive show a strong effect at the top dose
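CellTiter-Glo luminescence gave cytotoxicity after 18 hours at 37 degrees C. The cells were HepG2 CAGA-GFP in 1% FBS DMEM, stimulated with 500 pg/mL TGF-beta after compound addition. %Activity was normalised to no-cell wells (complete cell-killing) and DMSO (no toxicity), and curves were fitted and classified.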
ATXN2 expr inh: Primary qHTS for Inhibitors of ATXN expression. HEK-293 ATXN2-luciferase reporter, luminescence, 24 h. Potency, µM (highest dose often 57 µM), for the others: at the highest dose activity change, negative = inhibition, hits mostly inhibitors. hit rate 0.72% among 360,000. AID 1745845, 2022; also: % is scaled to controls: 0 for no effect and ±100 for the full control effect; nearly all actives have a fitted effect of over 55% in size
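qHTS (up to 57 uM final) was run with 24 h compound exposure of reporter cells at 37 °C. Each well was multiplexed: SteadyGlo luminescence measured ATXN2-luciferase expression after a fluorogenic Gly-Phe-AFC viability readout (25 uM final).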
MCF10A rereplic: A quantitative high throughput screen for small molecules that induce DNA re-replication in MCF 10a normal breast cells. MCF 10A DNA re-replication, Hoechst nuclear intensity, 48 h. Potency, µM (top dose mostly 46.1 µM), inactives show at the highest dose activity, positive = re-replication, usual class: activators. hit rate 2.9% among 350,000; also: % of control where 0% means no effect; nearly all actives have a fitted effect of over 50% in size
Nrf2 ARE act: qHTS of Nrf2 Activators. AREc32 ARE-luciferase reporter (MCF7-derived line), luminescence, 24 h. Potency, µM (doses to about 46.1 µM), inactives show top-dose activation, most hits filed as activators. hit rate 0.31% among 410,000. AID 624171, 2012; also: % of control where 0% means no effect; nearly all actives have a fitted effect of over 65% in size
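Luciferase luminescence (Steady-Glo, 30 min at room temperature) served as the read-out of ARE activation in AREc32 cells treated with compounds for 24 hr at 37 deg C.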
EPAC2 antag: qHTS for Antagonist of cAMP-regulated guanine nucleotide exchange factor 2 (EPAC2): primary screen | Potency, µM (top dose mostly 114 µM), for the others: at the highest dose activity, negative = inhibition, hits mostly inhibitors | hit rate 0.18% among 360,000 | Rap guanine nucleotide exchange factor 4 (Homo sapiens), Q8WZA2 | EPAC2 GEF exchange of Rap1B-BODIPY-GDP, fluorescence; also: % is scaled to controls: 0 for no effect and ±100 for the full control effect; nearly all actives have a fitted effect of over 45% in size; many of its hits are not listed in these tables
Target sequence (Q8WZA2 whole entry, looked up): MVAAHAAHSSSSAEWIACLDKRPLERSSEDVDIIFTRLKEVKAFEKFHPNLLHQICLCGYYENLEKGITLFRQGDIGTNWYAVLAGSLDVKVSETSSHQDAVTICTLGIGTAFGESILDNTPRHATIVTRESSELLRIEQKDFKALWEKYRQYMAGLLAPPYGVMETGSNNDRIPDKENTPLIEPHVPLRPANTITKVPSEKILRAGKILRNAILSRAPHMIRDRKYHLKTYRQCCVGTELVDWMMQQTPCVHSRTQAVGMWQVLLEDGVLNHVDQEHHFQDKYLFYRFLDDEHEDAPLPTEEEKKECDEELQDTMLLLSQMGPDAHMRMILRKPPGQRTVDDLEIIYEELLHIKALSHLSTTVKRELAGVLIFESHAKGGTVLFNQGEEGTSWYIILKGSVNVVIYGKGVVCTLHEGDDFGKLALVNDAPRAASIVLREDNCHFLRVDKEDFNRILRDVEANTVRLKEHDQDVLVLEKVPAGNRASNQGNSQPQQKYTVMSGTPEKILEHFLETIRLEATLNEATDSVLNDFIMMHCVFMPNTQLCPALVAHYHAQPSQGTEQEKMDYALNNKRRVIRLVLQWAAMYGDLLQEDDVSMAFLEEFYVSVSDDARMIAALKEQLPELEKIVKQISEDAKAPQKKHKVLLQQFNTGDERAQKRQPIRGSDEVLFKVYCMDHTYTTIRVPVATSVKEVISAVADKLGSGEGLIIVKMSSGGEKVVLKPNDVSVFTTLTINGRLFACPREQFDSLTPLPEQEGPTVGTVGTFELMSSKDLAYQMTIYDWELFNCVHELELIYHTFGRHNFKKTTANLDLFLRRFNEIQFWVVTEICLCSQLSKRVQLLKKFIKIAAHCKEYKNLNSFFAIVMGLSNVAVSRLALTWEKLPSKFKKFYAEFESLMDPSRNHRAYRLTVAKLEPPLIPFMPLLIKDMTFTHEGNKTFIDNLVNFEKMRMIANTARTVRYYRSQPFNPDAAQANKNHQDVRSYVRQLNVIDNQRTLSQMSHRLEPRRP
An asterisk follows results filed as active; i = inactive; ? = inconclusive; nt = not tested or not shown; & = joins results of further samples; [ ] = another dose, or the depositor's remark. Calls follow the shape of the dose curve; as a rule, active = well fitted curve in the direction sought with a large enough effect; inconclusive = small, poorly fitted or top-dose-only effect, or another doubt; inactive = no such curve, though single readings can be large; an effect the other way counts as inactive or inconclusive. Potency is read from the fitted curve at half-maximal effect. An excerpt (hit frequency here may not be typical).

Values run as follows: S2 tox, Nrf2 inh, A549 viability, TGFb inhibitor, HepG2 tox, ATXN2 expr inh, MCF10A rereplic, Nrf2 ARE act, EPAC2 antag
CC(C)(C)NC(=O)CC1C[C@H](C(=O)N2CCOCC2)[C@@]2(C)c3[nH]c4ccccc4c3CCN2C1=O (some centres not stated)
 : i, ?, 3%, -7%, 1%, 1%, ?, 0.1%, 13%
COCCN(C(=O)COC(=O)c1c(-c2ccccc2)noc1C)c1c(N)n(Cc2ccccc2)c(=O)[nH]c1=O
 : i, -27%, -6%, 0%, 0%, 0%, -1%, -0.8%, 4%
COc1ccc2cc(C(c3nnnn3CCc3ccccc3)N3CCCC(C)C3)c(=O)[nH]c2c1 (configuration not stated)
 : ?, 11%, -7%, -5%, 10%, -1%, -37%[inhibitor], 0.5%, 0%
CCCCOc1ccc(CSC(=N)N)cc1Cl
 : ?, -2%, 11%, ?, -176%, 25µM*, ?, 6.0%, 1%
Cc1onc(-c2ccccc2Cl)c1C(=O)NC(=S)Nc1ccccc1F
 : i, -3%, ?, -10%, -9%, nt, 0%, -0.2%, -9%[57.1 µM]
Cc1ccc2nc(-c3ccc(N4C(=NC(=O)CCC(=O)O)SC5CS(=O)(=O)CC54)cc3)sc2c1 (configuration not stated)
 : i, ?, 1%, 5%, 2%, 52%[activator], ?, 4.0%[9.22 µM], 3%
CC1(C)CC(=O)C2=C(C1)OC(N)=C(C#N)[C@@H]2c1ccccc1[N+](=O)[O-]
 : i, -22%, 0%, -11%, -32%, 4%, 9%, 18%, -5%
O=C(Cc1cccs1)Nc1cccc(-c2nc3ccccc3o2)c1
 : i, -19%, 5%, -20%, -44%, 4%, ?, 0.1%, -1%
CCOc1ccc(NC(=O)CSc2nc3ccccc3nc2N2CC(C)OC(C)C2)cc1 (configuration not stated)
 : i, 0%, 5%, 0%, -1%, -11%, 9%, 2.6%, 1%
O=C1c2ccccc2NC(c2cccnc2)N1c1ccccc1F (configuration not stated)
 : i, 9%, -1%, -8%, -20%, -4%, 0%, -0.2%, -9%

Complete entries from above:
COc1ccc2cc(C(c3nnnn3CCc3ccccc3)N3CCCC(C)C3)c(=O)[nH]c2c1 (configuration not stated) is listed as S2 tox: ?; Nrf2 inh: 11%; A549 viability: -7%; TGFb inhibitor: -5%; HepG2 tox: 10%; ATXN2 expr inh: -1%; MCF10A rereplic: -37%[inhibitor]; Nrf2 ARE act: 0.5%; EPAC2 antag: 0%
CCOc1ccc(NC(=O)CSc2nc3ccccc3nc2N2CC(C)OC(C)C2)cc1 (configuration not stated) is listed as S2 tox: i; Nrf2 inh: 0%; A549 viability: 5%; TGFb inhibitor: 0%; HepG2 tox: -1%; ATXN2 expr inh: -11%; MCF10A rereplic: 9%; Nrf2 ARE act: 2.6%; EPAC2 antag: 1%
Cc1onc(-c2ccccc2Cl)c1C(=O)NC(=S)Nc1ccccc1F is listed as S2 tox: i; Nrf2 inh: -3%; A549 viability: ?; TGFb inhibitor: -10%; HepG2 tox: -9%; ATXN2 expr inh: nt; MCF10A rereplic: 0%; Nrf2 ARE act: -0.2%; EPAC2 antag: -9%[57.1 µM]

Following part
Values run as follows: S2 tox, Nrf2 inh, A549 viability, TGFb inhibitor, HepG2 tox, ATXN2 expr inh, MCF10A rereplic, Nrf2 ARE act, EPAC2 antag
OCC(O)C1OC(c2ccccc2)OC(CO)C1O (configuration not stated)
 : i, 7%, 0%, 22%, 2%, 0%, -7%, 1.0%, -9%
COc1ccc(NC(=O)c2nn(C)c(C(=O)Nc3ccc(OC)cc3)c2[N+](=O)[O-])cc1
 : i, -8%, 16%, 7%, 0%, 16%, -3%, 0.3%, 2%
Cc1ccc(N2C(=O)C3CCCN3C2=S)c(C)c1 (configuration not stated)
 : i, -14%, -12%, -15%, -27%, 3%, 2%, 3.2%, 1%
COc1ccc(CNC(=O)c2cnc3cc(C)ccn3c2=O)cc1
 : i, 1%&14%, 0%&-2%, 29%&1%, 2%&-3%, 5%&5%, -1%, 3.2%&3.4%, -6%
Cc1cc(=O)[nH]c2c1c(C)nn2C(C)(C)C
 : i, 14%, 0%, -19%, -5%, -23%, 1%, 0.3%, 3%
COC(=O)COc1ccc(S(=O)(=O)N2CCN(c3ccc(F)cc3)CC2)cc1
 : i, 5%, 19%, -23%, -3%, 0%, 21%, 0.2%, 5%
CC(=O)c1ccc(S(=O)(=O)N2CCN(S(=O)(=O)c3ccccc3C(F)(F)F)CC2)cc1
 : i, 4%, 1%, -4%, 0%, 2%, 1%, 0.3%, 12%
CCCCC(=O)Nc1cccc(NC(=S)NC(=O)C(C)C)c1
 : i, -30%, 10%, -5%, 7%, -9%, 2%, -0.3%, 3%
O=C(CSc1ncnc2nc[nH]c12)N1CCN(c2ccc(Cl)cc2)CC1
 : i, ?, -25%, 2%, -17%, ?, 9%, 2.2%, -1%
CCCn1c(CNC(=O)Cc2ccccc2)nc2ccccc21
 : ?, 4%, -6%, ?, -6%, 14%, 8%, 0.4%, 4%
NNc1nc(-c2ccccc2Cl)nc2ccccc12
 : i, -7%, -14%, 23%, -2%, nt, -3%, 5.6%, 2%
CCOc1cc(CNC(=O)CCCn2c(=O)c3cccn3c3cccnc32)cc(OCC)c1OCC
 : i, ?, 1%&-3%, ?, -60%&-32%, nt, 0%, 0.3%&6.1%, 1%
COc1ccc(-c2nnc(Nc3ccc(CC(N)=O)cc3)c3ccccc23)cc1
 : i, -18%, 0%, ?, -31%, -14%, 16%, 2.3%, -8%
Cc1ccccc1Cc1c(C)nc2nc(SCC(=O)NCc3ccco3)nn2c1C
 : i, ?, -13%, 1%, 1%, -1%, ?, -0.5%, -1%
CCCC(=O)Nc1ccc(C(=O)NNC(=O)COc2ccc(Br)c(C)c2)cc1
 : i, 13%, -3%, -2%, 8%, 6%, 0%, -0.2%, -3%
CC1=NN(C(=O)c2ccccc2C)C(O)(c2ccc(Cl)cc2)C1 (configuration not stated)
 : i, 5%, 1%, 5%, -12%, -9%, ?, -0.7%, -12%
Cc1ccc(NC(=O)CN2C(=O)COc3ccc(S(=O)(=O)N4CCCCCC4)cc32)c(C)c1
 : nt, -1%, 4%, ?, -23%, nt, nt, -0.5%, nt
CCN(CC)C(=O)Cn1ncc2c([nH]c3ccccc32)c1=O
 : i, 16%, 12%, 2%, 4%, 4%, nt, 0.4%, nt
CC(C1CC1)N(Cc1ccccc1)C(=S)Nc1cccc(C(F)(F)F)c1 (configuration not stated)
 : i, -17%, -4%, ?, -16%, ?, 2%, 3.4%, -9%
COc1ccc(Oc2ccccc2/C=N/O)cc1
 : i, nt, -2%, 36%[activator], 2%, 17%, -1%, 0.5%, -13%
O=C(CNC(=O)c1cccc(F)c1)N/N=C/C=C/c1ccccc1
 : i, 3%, 2%, -4%, 6%, nt, 1%, -0.1%, 13%
Cc1cccc(OCC(=O)NCCCNC(=O)c2ccc(C)nc2)c1
 : i, -10%, 5%, 20%, -5%, 3%, -4%, -0.3%, -5%
Nc1ccc(C(=O)Nc2ccco2)cc1
 : i, ?, 9%, -1%, -8%, 18%, 1%, 2.7%, -12%
Cc1ccc(-c2cc(-c3ccc(F)cc3)nc(N)c2C#N)o1
 : i, -14%, -1%, 8%, -13%, -8%, 3.7µM*, 6.1%, -3%
CCCCOC(=O)NC1(C)CCS(=O)(=O)C1 (configuration not stated)
 : i, 3%, 8%, 5%, -3%, 0%, 7%, 0.1%, -3%
COc1ccc(C(=O)CSc2nnc(-c3ccccn3)n2Cc2ccco2)cc1
 : i, -3%, 22%, 0%, 4%, -1%, 9%, -1.0%, 0%
O=C(NCc1cccnc1)c1cc(C2CCCCN2S(=O)(=O)c2cccc3cccnc23)on1 (configuration not stated)
 : i, nt, nt, 4%, -6%, 10%, nt, -0.1%[9.22 µM], ?
Nc1nc(NCC(=O)O)nc(NC2CCCCC2)c1[N+](=O)[O-]
 : i, 1%, 0%, 0%, 0%, -6%, 13%, 0.0%, -3%
CCc1nc(CN2CCN(c3ccc(C(F)(F)F)cn3)CC2)c(C)[nH]1
 : i, ?, -9%, -23%, -75%, nt, ?, 3.5%, 3%
CCOC(=O)C1C(c2ccccc2Cl)NC(=O)N(C)C1(O)C(F)(F)F (configuration not stated)
 : i, -24%, 2%, 2%, -1%, -13%, 2%, -0.5%, -22%
O=C(NCc1ccc2c(c1)OCO2)C1CCCN1C(=O)Nc1ccc(Cl)cc1 (configuration not stated)
 : i, 4%, 2%, -14%, -19%, 2%, -7%, -0.3%, 10%
O=C(CSc1nc2ccccc2s1)Nc1ccc(Cl)c(C(=O)O)c1
 : i, ?, 2%, -1%, 12%, 12%, 2%, -0.2%, 6%
CC(=O)Oc1ccc(Cn2c(C)c(C(=O)NCc3cccc(C(F)(F)F)c3)sc2=O)cc1
 : i, nt, nt, ?, -21%, 0%, nt, -1.1%, ?
COc1ccc(S(=O)(=O)Nc2cccc(F)c2C)cc1C(=O)N1CCOCC1
 : i, -5%, 11%, -4%, -7%, 8%, -1%, -0.3%, 5%
Cc1ccc(N(C(=O)c2ccco2)C(C(=O)NC2CCCC2)c2ccco2)c(C)c1 (configuration not stated)
 : i, -3%, -8%, 8%, -4%, 1%, 2%, 0.3%, ?
CN(CC(=O)Nc1ccccc1Br)C(=O)c1cccc(S(=O)(=O)NCc2ccccc2)c1
 : i, -6%, -4%, -3%, -18%, 4%, 0%, 0.2%, -7%
CCc1ccc(OC(C)C(=O)Nc2c(C(=O)c3ccccc3)oc3ccccc23)cc1 (configuration not stated)
 : i, 7%, 9%, 13%, -11%, -10%, nt, -0.4%, nt
O=C(Nc1ccc(F)cc1Cl)c1ccc2c(=O)n3c(nc2c1)CCC3
 : i, ?, 8%, -13%, -1%, 56%[activator], -3%, 0.7%, -9%
Cc1cccc(C)c1NC(=O)COC(=O)c1ccc(N2CCCC2)c([N+](=O)[O-])c1
 : i, -6%, 0%, -8%, -21%, 3%, -1%, -0.7%, 0%
